GSIS activator: GLuc luminescence reporter in INS-1E cells, primary screen for activators of glucose-dependent secretion of insulin. INS-1E GLuc reporter insulin secretion, 2-3 h. activation, % at 16.6 µM. 370,000 tested, 0.61% active. AID 743287, 2014;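 active = lowest replicate activation of at least 40%, so every replicate reaches that level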;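 note: 0% = median of neutral control wells and 100% = median of IBMX positive control wells; some compounds called inactive have numbers as strong as hits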
PAX8 reporter: inhibitors of PAX8-driven TPO luciferase reporter, primary screen, RMG-I cells, single concentration; SteadyGlo, 24 h; inhibition, % at 12.6 µM; 360,000 tested, 1.2% active; AID 652154, 2013;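 active = mean replicate inhibition at least 60% with every replicate also reaching 60%; inconclusive = only one of the two criteria is met; inactive = mean below 60% and not all replicates reaching 60%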;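 note: luciferase light reporting Pax8 driven TPO promoter activity; plate controls were median of neutral control wells for no effect and mitoxantrone controls for full effect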
ARNT TACC3 PPI: disruptors of ARNT/TACC3 protein interaction, primary screen, biochemical, AlphaScreen, single concentration | inhibition, % at 9.99 µM | 390,000 tested, 0.66% active | AlphaScreen His-ARNT PAS-B/GST-TACC3 binding, luminescence; TACC3 fragment carries E629A point mutation | Transforming acidic coiled-coil-containing protein 3 (Homo sapiens), Q9Y6A5 | AID 623870, 2012;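 active = mean inhibition of replicates at least 50% and at least half of replicates each reaching 50%; inconclusive = half or more replicates reach 50% but mean below 50%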;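 note: 0% = complete ARNT plus TACC3 wells and 100% = ARNT alone without TACC3; many hits fall short of the cut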
EWS-Fli block: EWS/Fli-driven NR0B1 reporter inhibitors, primary screen, A673 cells, NR0B1 luciferase, luminescence, MLPCN library. viability-normalised. inhibition, % at 12.6 µM. 350,000 tested, 0.67% active. AID 651661, 2012;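 active = mean inhibition of at least 50% after viability correction, with every replicate also passing that limit; inconclusive = mean reaches 50% but only one of two replicates passes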;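 note: firefly luciferase signal divided by Alamar Blue viability fluorescence both relative to DMSO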
ERp5 block: inhibitors of ERp5-driven insulin aggregation, primary screen, biochemical, turbidity, absorbance 650 nm, single point | Protein disulfide-isomerase A6 (Homo sapiens), Q15084 | 90 min | inhibition, % at 9.99 µM | 350,000 tested, 0.05% active | AID 651711, 2012;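 active = mean replicate inhibition above about 25%, with every replicate also reaching it, limit read from the data, passing the limit was not always enough; inconclusive = only one of those two criteria met; inactive = neither criterion met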
Target sequence (Q15084 whole entry, looked up): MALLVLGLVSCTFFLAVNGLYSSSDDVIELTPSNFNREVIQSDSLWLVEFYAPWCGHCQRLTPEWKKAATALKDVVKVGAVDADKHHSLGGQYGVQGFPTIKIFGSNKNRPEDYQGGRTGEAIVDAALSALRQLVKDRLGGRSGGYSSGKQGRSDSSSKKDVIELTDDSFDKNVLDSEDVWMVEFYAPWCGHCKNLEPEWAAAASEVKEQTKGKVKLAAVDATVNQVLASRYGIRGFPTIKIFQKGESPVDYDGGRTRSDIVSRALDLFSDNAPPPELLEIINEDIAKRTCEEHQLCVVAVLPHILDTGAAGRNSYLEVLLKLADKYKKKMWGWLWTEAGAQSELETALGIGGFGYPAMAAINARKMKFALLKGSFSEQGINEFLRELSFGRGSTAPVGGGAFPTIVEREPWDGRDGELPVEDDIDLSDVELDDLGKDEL
XiGFP reactiv: activators of inactive X chromosome reactivation, primary screen, imaging, XiGFP fibroblasts, GFP high-content imaging, set 2; XiGFP mouse fibroblasts, % GFP-positive cells imaging, 3 d; cells co-treated with 5-aza-dC sensitizer; scaled so ellipticine positive control = 100%; activation, % at 7.58 µM; 360,000 tested, 0.055% active; AID 743238, 2013;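 active = mean normalized replicate activation at least 10% and every replicate at or above 10%; inconclusive = only one of the two criteria met; inactive = mean below 10% and not all replicates reach 10%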;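 note: 0% = median of on-plate neutral control wells and 100% = ellipticine 6 µM median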
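Schedule: 3 d treatment, 15 min room-temperature fixation; system: 68-5-11 XiGFP fibroblast line; buffer or medium: DMEM plus 5-aza-dC sensitizer; control set: ellipticine 6 µM positive control; compound: one concentration, pinned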
DENV2 CPE rescue: inhibitors of DENV2 cytopathic effect, primary screen, cell-based, plate reader, single concentration | DENV2-infected cells, cytopathic effect rescue | CPE inhibition, % at 9.99 µM | 350,000 tested, 1.7% active | AID 651640, 2012; in the data active = CPE inhibition above about 20%, passing the limit was not always enough; inconclusive = no clear call, values can overlap the other calls; tested in BHK-21 cells;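 note: 0% = median of neutral control wells and 100% = median of positive control wells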
F508del corr: F508del CFTR correction, initial screen, CFBE line, single point | CFBE cells, YFP halide quenching; stimulated with forskolin plus potentiator P3; % fluorescence drop versus neutral controls | 350,000 tested, 0.36% active | activity (quench increase), % at 7.58 µM;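 active = mean added fluorescence quench of at least 8% versus neutral control, with both replicates also reaching 8%; inconclusive = only one of the mean or replicate conditions met; inactive = mean below 8% and not both replicates reaching 8%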;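 note: cells transiently co-express mutant CFTR-F508del with the halide-sensitive YFP; corrector assay measuring rescue of mutant channel to the surface after 24 h compound exposure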
Active calls of the source: *; ? = inconclusive; nt = no result given. Compounds as they come (roughly 4.2% active in at least one column).

SMILES	GSIS activator	PAX8 reporter	ARNT TACC3 PPI	EWS-Fli block	ERp5 block	XiGFP reactiv	DENV2 CPE rescue	F508del corr
Cc1ccc(C2c3[nH]c4ccccc4c3C[C@H]3C(=O)N(c4ccccc4C(=O)N4CCC[C@@H]4C(=O)O)C(=O)N23)cc1 (stereo partly drawn)	-17	nt	1	9	0	nt	3	-0.1
CCCN1CCN(CCCNC(=O)c2cc3c(=O)oc4ccc(C)cc4c3s2)CC1	3	-3	1	3	-9	0.0	1	-2.7
Cc1nc(CCNC(=O)CC2C(=O)NCCN2CC(C)C)nc2c1CCC2 (stereo not drawn)	1	3	1	2	5	0.2	44*	-2.2
C[C@H](CO)N1C[C@H](C)[C@@H](CN(C)C(=O)Nc2ccccc2)OCCCC[C@H](C)Oc2ccc(NC(=O)NC3CCCCC3)cc2C1=O	4	23	-4	19	1	-0.1	0	1.6
COC(=O)C1=C(O)/C(=C/c2cccc(OC)c2O)N=C1C	-17	-19	5	-9	0	0.3	-11	-0.9
O=C(NCCc1ccc(Cl)cc1)C1CCN(C(=O)c2ccc(F)cc2)CC1	4	8	3	nt	1	0.1	-1	-2.1
COc1ccccc1CN1[C@@H]2CN(C(=O)C3CCC3)c3ccccc3[C@@H]2[C@@H]1CO	26	16	6	9	nt	0.1	nt	0.3
Cc1ccc(NC(=O)COC(=O)CNC(=O)c2ccc(Cl)cc2Cl)cc1S(=O)(=O)N1CCOCC1	-1	1	-5	3	0	0.1	-3	-2.5
C[C@@H](O)C#Cc1cnc2c(c1)C(=O)N([C@@H](C)CO)C[C@H](C)[C@H](CN(C)Cc1ccc(-c3ccccc3)cc1)O2	-10	-49	nt	3	nt	1.0	nt	1.5
CC(=NNc1ccc([N+](=O)[O-])cn1)c1ccccc1	30	-92	5	-122	-4	0.2	-9	1.1
CO[C@H]1CN(C)C(=O)c2cc(NC(=O)Nc3ccc(Cl)cc3)ccc2OC[C@@H](C)N(C(=O)Nc2c(C)noc2C)C[C@H]1C	-14	27	9	-5	nt	0.0	nt	7.3
C[C@H](CO)N1C[C@H](C)[C@H](CN(C)S(=O)(=O)c2ccccc2)Oc2ccc(N(C)C)cc2C1=O	-13	-1	nt	6	6	-1.3	19	2.0
O=C(NCc1cccc(C(F)(F)F)c1)c1csc([C@@H]2C[C@H](O)[C@@H](CO)O2)n1	7	-5	nt	-7	3	-0.1	0	2.7
COc1ccccc1CNc1cc(-c2ccccc2)ccc1OC	-23	-8	3	nt	nt	0.1	nt	nt
CN(Cc1c(F)cccc1Cl)C(=O)C1CC(=O)N(CCc2ccccc2)C1 (stereo not drawn)	-22	23	-3	12	2	0.0	16	-0.6
CSCCC(N=C(NS(=O)(=O)c1ccccc1)c1ccccc1)C(=O)O (stereo not drawn)	22	14	nt	6	7	0.6	-3	1.1
COc1ccc(C(C)NC(=O)c2ccc(Br)cc2)cc1OC (stereo not drawn)	nt	138*	-6	6	-1	0.1	-14	0.1
CCC(C)c1ccc(NC(=O)C2CCN(c3ccc(C(F)(F)F)cn3)CC2)cc1 (stereo not drawn)	7	24	-15	nt	nt	0.0	nt	nt
C=CCNC(=O)CN1c2cccc3cccc(c23)S1(=O)=O	8	-6	4	-11	-2	0.0	-3	-3.2
O=S1(=O)CCOC[C@H](CC2CCCCC2)N1Cc1cccc(F)c1	nt	-10	30	-4	-3	0.4	-2	2.3
CCc1ccccc1NS(=O)(=O)c1cc2c(cc1C)n(C)c(=O)c(=O)n2C	-12	-1	nt	1	-6	0.7	-2	2.1
COc1ccccc1-c1ccc([C@H]2[C@@H](CO)N(C(=O)C3CCOCC3)[C@H]2C#N)cc1	-6	-11	0	-21	22	0.1	-1	-0.3
CC(/C=N\NC(=O)Cn1cncn1)=C/c1ccc(C(C)C)cc1	-11	-36	nt	-14	5	0.0	-2	-0.7
C[C@H](O)C#Cc1cnc2c(c1)C(=O)N([C@@H](C)CO)C[C@H](C)[C@H](CN(C)C(=O)c1ccccc1F)O2	10	nt	-5	1	1	-0.1	-2	3.5
Cc1ccccc1S(=O)(=O)N1CC[C@H]2[C@H](CO)Nc3ccc(-c4ccccc4F)cc3[C@H]21	8	3	0	2	1	0.0	-11	0.5
CCOC(=O)c1sc2nc3n(c(=O)c2c1C)CCC3	19	-50	nt	-1	3	0.2	4	nt
CC(C)NC(=O)COC(=O)c1ccc(S(=O)(=O)N2CCCC2)cc1	6	10	-2	2	-8	0.1	5	-1.0
CC(C)NC(=O)N(C)C[C@@H]1OCCCC[C@H](C)Oc2ccc(NS(C)(=O)=O)cc2C(=O)N([C@H](C)CO)C[C@@H]1C	10	0	0	-5	0	0.2	1	-4.8
COc1ccccc1C(=O)OCC(=O)NC(=O)NC1CCCCC1	-1	-1	-2	1	2	0.0	2	0.6
CC(C)NC(=O)Nc1cccc2c1O[C@@H](CN(C)S(=O)(=O)c1cn(C)cn1)[C@@H](C)CN([C@H](C)CO)C2=O	1	nt	-3	-1	-4	0.0	5	0.2
O=C(C1CCCC1)N1CC2(C1)[C@H](c1ccccc1)[C@H](CO)N2C(=O)c1cccnc1	1	nt	nt	nt	0	0.2	-6	-1.0
COc1cccc(CNS(=O)(=O)c2c(C)[nH]c(C)c2C(=O)N2CCCCC2)c1	11	17	1	nt	-1	0.0	5	1.8
COc1ccc(C(=O)COC(=O)CCNS(=O)(=O)c2ccccc2)c(OC)c1	17	-7	-2	-1	-3	-0.1	?	2.0
O=C(Nc1ccc(F)cc1)C(CCc1ccccc1)N1CCN(C(=O)c2ccco2)CC1 (stereo not drawn)	-20	14	nt	10	5	-0.1	-16	3.6
C[C@H]1CCCCO[C@H](CN(C)Cc2ccncc2)[C@@H](C)CN([C@@H](C)CO)C(=O)c2cc(NC(=O)CCCN(C)C)ccc2O1	9	-16	4	3	1	-0.6	10	3.3
C[C@@H]1CN([C@H](C)CO)C(=O)c2cc(NC(=O)Nc3ccccc3)ccc2O[C@H]1CN(C)Cc1ccc(C(=O)O)cc1	8	-6	-2	-7	-2	0.1	5	-1.1
COc1ccc(C(C(=O)NC2CCCCC2)N(Cc2ccco2)C(=O)c2ccccn2)c(OC)c1 (stereo not drawn)	-7	-12	-2	-7	-6	0.3	-4	-1.0
O=C(c1ccc(F)cc1)N1CC(=O)N2[C@H](C1)[C@@H](c1ccc(C#CC3CCCCC3)cc1)[C@@H]2CO	21	45	nt	1	2	0.0	10	-2.8
Cc1noc(C)c1NC(=O)N(C)C[C@H]1Oc2ccc(NC(=O)C3CC3)cc2CC(=O)N([C@H](C)CO)C[C@@H]1C	12	nt	3	-5	1	0.3	-1	-2.6
OC(Cn1cncn1)(Cn1cncn1)c1ccc(F)cc1F	nt	1	-2	-5	-5	0.1	-21	-3.2

As a working copy, some entries already given:
SMILES	GSIS activator	PAX8 reporter	ARNT TACC3 PPI	EWS-Fli block	ERp5 block	XiGFP reactiv	DENV2 CPE rescue	F508del corr
O=C(C1CCCC1)N1CC2(C1)[C@H](c1ccccc1)[C@H](CO)N2C(=O)c1cccnc1	1	nt	nt	nt	0	0.2	-6	-1.0
COc1cccc(CNS(=O)(=O)c2c(C)[nH]c(C)c2C(=O)N2CCCCC2)c1	11	17	1	nt	-1	0.0	5	1.8

(listing goes on)
SMILES	GSIS activator	PAX8 reporter	ARNT TACC3 PPI	EWS-Fli block	ERp5 block	XiGFP reactiv	DENV2 CPE rescue	F508del corr
Cc1noc(C)c1S(=O)(=O)N1CCC(C(=O)NCCCN2CC(C)CC(C)C2)CC1 (stereo not drawn)	-6	4	0	8	-2	0.0	-1	-0.8
COc1ccc2cc(Br)ccc2c1CC(=O)N1CCCC1	12	31	1	16	1	0.1	-5	3.2
C[C@H](CO)N1C[C@H](C)[C@H](CN(C)Cc2ccc(C(=O)Nc3ccccc3N)cc2)Oc2ccc(N(C)C)cc2CC1=O	12	32	-2	67*	-4	0.1	-3	4.9
CC(C)(C)c1ccc(S(=O)(=O)/N=C2\C=C(NS(=O)(=O)c3ccccc3)C(=O)c3ccccc32)cc1	-24	0	nt	nt	-6	0.0	0	0.8
Cc1cccnc1C1=NOC(Cc2ccccc2)C(=O)N1CCOc1ccc(F)cc1 (stereo not drawn)	-12	0	nt	-9	-6	-0.1	-3	-0.3
CCn1c(C(=O)Nc2ccsc2C(=O)OC)cc2sc(Cl)cc21	nt	35	-1	-75	-2	0.1	4	-4.6
COc1ccc(Br)c2c1C(=O)CC2	5	11	-28	11	3	0.0	8	5.5
CC1(C)C2CCC1(CS(=O)(=O)NC(CC(=O)O)c1cccc(Br)c1)C(=O)C2 (stereo not drawn)	-3	9	-2	-2	4	0.0	-4	0.8
Cc1cccc(-c2ccc([C@@H]3[C@H](CO)N4CCCCN(S(=O)(=O)c5ccccc5F)C[C@@H]34)cc2)c1	-3	-15	7	5	nt	0.0	nt	-3.2
O=C(NCC1CCCO1)C(c1ccc(N2CCOCC2)cc1)N(C(=O)Cn1nnc2ccccc21)c1ccccc1F (stereo not drawn)	13	0	7	16	-1	0.0	nt	0.9
CN(Cc1ccccc1)C(=O)c1ccc(NC(=O)Cc2ccc(NC(=O)C3CCN(C(=O)C4CCCCC4)CC3)cc2)cc1	-1	12	2	3	3	0.0	10	-2.6
CCC[C@H]1CN(Cc2ccccc2)C(=O)[C@@H]1CC(=O)NC	nt	10	nt	4	-7	0.1	-7	-0.6
COC(=O)c1cn(C(=O)/C=C/c2ccc(OC)c(OC)c2)c2ccccc12	3	22	-1	3	0	0.0	9	-0.6
CC(C)CC#Cc1ccc2c(c1)O[C@@H](CN(C)C(=O)CN(C)C)[C@@H](C)CN([C@@H](C)CO)S2(=O)=O	-2	nt	7	7	-2	-0.5	-8	-1.3
C[C@H]1CN([C@@H](C)CO)S(=O)(=O)c2ccc(C#CC3(O)CCCC3)cc2O[C@H]1CN(C)C(=O)Nc1cccc(F)c1	-10	nt	11	-2	2	0.2	-17	1.6
C[C@H](CO)N1C[C@H](C)[C@@H](CN(C)Cc2ccccc2)Oc2c(NC(=O)Nc3ccccc3)cccc2C1=O	-4	11	1	2	-3	-1.5	?	5.0
O=C(NN=C1CCCC1)c1cc(-c2ccccc2)n[nH]1	48*	6	-5	nt	nt	-0.1	nt	nt
COc1ccc(S(=O)(=O)N2CCCCC2)cc1NC(=O)c1cccc(S(=O)(=O)N2CC(C)OC(C)C2)c1 (stereo not drawn)	-8	13	0	10	-16	0.4	-5	1.9
C[C@@H]1CCCCO[C@@H](CN(C)CC2CCCCC2)[C@H](C)CN([C@@H](C)CO)C(=O)c2cc(NS(=O)(=O)c3ccc(F)cc3)ccc2O1	-1	2	-7	0	0	2.9	-13	0.0
Cc1noc(C)c1S(=O)(=O)N(C)C[C@@H]1Oc2ccc(NC(=O)Cn3cnnn3)cc2CC(=O)N([C@H](C)CO)C[C@@H]1C	-1	nt	-12	-2	5	0.0	5	0.1
O=C(C[C@H]1C/C=C\CC[C@H](Cc2ccc(F)cc2)C(=O)OC[C@H]2CCCN2C1=O)NCCO	-4	-23	-6	-13	-3	-0.3	-13	-3.3
